WRN inhibitor = WRN helicase (human) inhibition | AID 651768 | Q14191 | Potency, µM (titrated, usually from 114 µM), inactives show at the top dose activity change, negative = inhibition, usual class: inhibitors | 360,000 compounds, 0.46% hits | WRN helicase unwinding, fluorescent forked duplex, kinetic; also: potency is read from the fitted curve at half-maximal effect; % is scaled to controls: 0 for no effect and ±100 for the full control effect; nearly all actives have a fitted effect of over 55% in size
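Kinetic fluorescence helicase assay: unwinding of a quenched forked DNA duplex (100 nM final) with 2 mM ATP final raises red fluorescence (525/598 nm). Compounds sat 15 min at room temperature with 20 nM WRN beforehand.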
FUS yeast rescue = FUS proteinopathy suppression in yeast. S. cerevisiae FUS-expressing, growth rescue, OD600, 24 h. Potency, µM (doses to about 76.6 µM), without a hit: top-dose growth rescue (activation), most hits filed as activators. 390,000 compounds, 0.24% hits;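 also: potency is read from the fitted curve at half-maximal effect; plate controls were DMSO vehicle for no effect and reference control for full effect; nearly all actives have a fitted effect of over 55% in size; some results filed as inactive show a strong effect at the top dose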
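Steps: raffinose overnight preculture; dilution to OD 0.005 in 2% galactose minimal medium; compound addition (concentration series); 24hr at 30C, 99% humidity; absorbance read at 600 nm.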
EPAC1 antagonist = blocks human EPAC1 exchange factor. Potency, µM (series often up to 115 µM), inactives show top-dose activity change, negative = inhibition, most hits filed as inhibitors. EPAC1 GEF assay, Rap1b-BODIPY-GDP exchange fluorescence. 360,000 compounds, 0.14% hits. O95398;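 also: potency is read from the fitted curve at half-maximal effect; plate controls were vehicle for no effect and positive control for full effect; nearly all actives have a fitted effect of over 50% in size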
PLK1 PBD block = blocks phosphopeptide binding to human PLK1 polo-box domain. P53350. 360,000 compounds, 2.8% hits. Potency, µM, inactives show max response, negative = inhibition, usual class: inhibitors. AID 720504. Plk1 PBD binding of FITC phosphopeptide, fluorescence polarization; also: potency is read from the fitted curve at half-maximal effect; series mostly up to about 57 µM; % is scaled to controls: 0 for no effect and ±100 for the full control effect; nearly all actives have a fitted effect of over 65% in size
Target sequence (P53350 whole entry, looked up, the tested form may be a part): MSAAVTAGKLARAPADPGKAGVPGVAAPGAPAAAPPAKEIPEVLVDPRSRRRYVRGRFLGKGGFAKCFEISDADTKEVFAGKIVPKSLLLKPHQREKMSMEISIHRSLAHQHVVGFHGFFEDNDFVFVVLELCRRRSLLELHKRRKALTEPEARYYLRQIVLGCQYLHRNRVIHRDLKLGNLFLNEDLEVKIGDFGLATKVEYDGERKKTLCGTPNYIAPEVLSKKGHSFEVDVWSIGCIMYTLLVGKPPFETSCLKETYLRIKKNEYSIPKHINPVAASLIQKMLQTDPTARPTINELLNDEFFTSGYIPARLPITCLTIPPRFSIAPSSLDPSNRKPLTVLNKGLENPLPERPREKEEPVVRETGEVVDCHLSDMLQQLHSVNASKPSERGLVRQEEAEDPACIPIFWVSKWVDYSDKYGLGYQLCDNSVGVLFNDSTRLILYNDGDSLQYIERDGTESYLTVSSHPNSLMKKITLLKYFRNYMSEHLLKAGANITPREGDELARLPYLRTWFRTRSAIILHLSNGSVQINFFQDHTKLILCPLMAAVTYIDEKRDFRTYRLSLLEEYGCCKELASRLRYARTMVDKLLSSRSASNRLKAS
EPAC1 agonist = agonists of human EPAC1; 360,000 compounds, 0.073% hits; EPAC1 agonist qHTS, biochemical assay; response scale: 100% = response to 6.5 mM cAMP; AID 720707; Potency, µM (top dose mostly 154 µM), for the others: at the highest dose activation, actives largely listed as activators; also: potency is read from the fitted curve at half-maximal effect; nearly all actives have a fitted effect of over 60% in size
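Nucleotide exchange assay: 100 nM EPAC1 with 250 nM Rap1B loaded with BODIPY-GDP and 50 uM GDP, room temperature. Fluorescence (480/540 nm) read every 5 min for 30 min; signal change normalized to 6.5 mM cAMP as full agonist.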
aSyn yeast inh = alpha-synuclein toxicity inhibition in yeast. Yeast expressing alpha-synuclein, growth rescue, BacTiter-Glo, 24 h. Potency, µM (top dose mostly 46.1 µM), for inactives: at the top dose growth rescue (activation), hits mostly activators. 370,000 compounds, 0.14% hits. AID 652106; also: potency is read from the fitted curve at half-maximal effect; % of control where 0% means no effect; nearly all actives have a fitted effect of over 65% in size
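Galactose-induced alpha-syn yeast (OD600=0.02, raffinose-pregrown) + pinned cpd, 24 hr, 30 deg C; growth by BacTiter-Glo luminescence. Growth restoration scores as activation.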
PI5P4Ka inh = inhibitors of human PI5P4K alpha; 330,000 compounds, 1.2% hits; AID 652105; PI5P4Kalpha enzyme, ADP-Glo luminescence, 60 min; active compounds read low; max response, %; P48426; active = max response of -50% or lower; inconclusive = between -30% and -50%; inactive = -30% or higher; also: value at the top dose of about 77 µM; % is scaled to controls: 0 for no effect and ±100 for the full control effect
Target sequence (P48426 whole entry, looked up): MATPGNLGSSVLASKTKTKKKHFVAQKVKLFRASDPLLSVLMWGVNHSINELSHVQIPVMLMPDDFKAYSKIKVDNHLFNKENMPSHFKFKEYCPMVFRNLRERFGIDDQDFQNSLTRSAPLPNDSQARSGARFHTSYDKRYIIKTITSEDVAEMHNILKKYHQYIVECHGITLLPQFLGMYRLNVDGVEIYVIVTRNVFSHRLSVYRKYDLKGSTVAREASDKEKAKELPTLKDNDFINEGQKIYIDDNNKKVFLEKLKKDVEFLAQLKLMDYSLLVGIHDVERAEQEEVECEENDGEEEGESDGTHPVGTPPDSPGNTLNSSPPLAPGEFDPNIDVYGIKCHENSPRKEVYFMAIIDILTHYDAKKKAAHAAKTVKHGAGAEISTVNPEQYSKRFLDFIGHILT
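Quantitative HTS of the MLSMR library against PI5P4Kalpha with substrate. ATP added last at 5 microM final; room temperature, 60 minutes. Remaining ATP depleted, ADP converted and read as luminescence.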
IL-2 act = IL-2 activation; IL-2 activation reporter assay, cell-based qHTS; stimulated with anti-CD3/CD4/CD28 beads; in transgenic mouse T cells; activation, % (series mostly up to about 46 µM); 360,000 compounds, 0.065% hits; in the data active = activation above about 50%; inconclusive = mostly about 30% to 49%; also: 0% is about no effect
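Using fluorescent plate cytometry, EGFP and DsRed are detected in transgenic mouse T cells stimulated 18 h at 37 degrees C with antibody-coated beads after 60 min compound pretreatment.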
Abeta yeast res = compounds reversing amyloid beta toxicity in yeast | yeast expressing A-beta42, growth rescue, OD600, 48 h; response scale: 0% DMSO, 100% iron-clioquinol control | Potency, µM (series often up to 46.1 µM), for the others: at the top dose growth rescue, most hits filed as activators | 410,000 compounds, 0.063% hits | AID 1347071; also: potency is read from the fitted curve at half-maximal effect; nearly all actives have a fitted effect of over 55% in size
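Yeast A-beta toxicity model in growth medium with pinned compounds, 48 h at 30 C; growth read as absorbance at 600 nm. Normalized to FeCl3/clioquinol equimolar mix (positive) and DMSO (negative).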
An asterisk follows results filed as active; ? = inconclusive; . = not tested or not shown; & = joins results of further samples; [ ] = remark or other dose. Unless noted, calls follow the shape of the dose curve; as a rule, active = well fitted curve in the direction sought with a large enough effect; inconclusive = small, poorly fitted or top-dose-only effect, or another doubt; inactive = no such curve, though single readings can be large; an effect the other way counts as inactive or inconclusive. An unsorted share of the library; about 4.1% have a hit in one of these screens.

SMILES	WRN inhibitor	FUS yeast rescue	EPAC1 antagonist	PLK1 PBD block	EPAC1 agonist	aSyn yeast inh	PI5P4Ka inh	IL-2 act	Abeta yeast res
COc1ccc(C(=O)N/C(=C/c2cccnc2)C(=O)N2CCN(C)CC2)cc1OC	0.2%	2.5%	1.8%	?	11.0%	-5.9%	4.5	-1.3	-3.3%
CC1c2[nH]c3ccccc3c2C[C@H]2C(=O)N(CCCN(C)C)CC(=O)N12 (some centres not stated)	-0.6%	2.4%	-12.3%	-3.9%	10.0%	-1.6%	-1.7	-4.3	-12.6%
O=C(Cn1cc(C(F)(F)F)ccc1=O)NCC1CCCO1 (configuration not stated)	-2.4%	-1.3%	20.4%	1.2%	-18.0%	-1.3%[1.84 µM]	1.4	1.1	-3.2%
O=C(CSc1ccccn1)N1CCN(C(=O)CSc2ccccn2)CC1	2.1%	0.7%	-15.9%	-4.9%	19.5%	1.1%	2.9	-0.1	5.7%
COc1ccc(CCNC(=O)c2ccc(NS(=O)(=O)c3ccc4[nH]c(=O)[nH]c4c3)cc2)cc1OC	-21.0%	10.6%	0.7%	-8.8%	-29.7%	3.9%	-2.2	-0.4	8.8%
COc1ccc(S(=O)(=O)NN(C)C)cc1N(C)S(=O)(=O)c1ccc(Cl)cc1	-2.8%	.	3.0%	-15.8%	0.7%	-0.1%	3.8	0.8	4.2%
CCOC(=O)C1=C(C)NC2=C(C(=O)OC2)C1c1ccccc1 (configuration not stated)	-7.7%	0.0%	-1.6%	-7.7%	7.1%	3.5%	5.1	0.0	11.6%
CCCN(CCC)CC(O)Cn1cc(/C=C/C(=O)c2cccs2)c2ccccc21 (configuration not stated)	26.3%	.	-3.4%	20.0%	8.5%	8.1%	13.9	-0.9	8.2%
O=C(CSc1nc(C2CC2)nc2ccccc12)N1CCCCC1	-5.6%	1.3%	4.3%	-7.3%	11.2%	1.5%	-1.9	-0.9	-18.8%
Cc1nc(SCC(=O)Nc2cccnc2Cl)nc(C)c1C	8.5%	-5.3%	5.0%	-19.4%	0.1%	9.0%	-8.7	1.1	-23.3%
O=C1NCCN/C1=C\C(=O)c1cccc(Br)c1	-0.3%	3.8%	-9.9%	-8.5%	3.9%	-25.6%	0.2	0.4	-3.6%
COc1ccc(/C=N/OCc2nc3c4c(ncn3n2)Oc2ccc3ccccc3c2C4c2ccccc2)cc1 (configuration not stated)	6.5%	14.0%	9.6%	-12.2%	9.9%	-4.5%	0.2	-0.9	8.5%
Cc1ccc([C@H]2C[C@H](O)[C@@H](n3cc(C4CC4)nn3)CN2C(=O)C2CCCCC2)cc1	4.8%	-6.3%	-0.6%	2.1%	-10.0%	?	-5.5	1.2	4.7%
COc1ccc(NS(=O)(=O)c2ccc(NC(C)=O)cc2)nn1	8.5%	-0.9%	11.7%	-1.2%	2.2%	0.6%	7.1	-0.6	0.0%
ON1C(c2ccccc2)CC2(O)c3nonc3CCC12 (configuration not stated)	3.7%	?	-8.0%	-9.6%	-3.4%	-0.4%	2.8	2.3	-9.2%
COc1cccc(NC(=O)COC(=O)CCn2c(C)csc2=O)c1	-5.3%	-5.8%	7.3%	-0.5%	-4.5%	0.3%	4.9	-2.9	-3.0%
Cc1cccc(-c2noc(CNC(=O)Nc3ccc(F)cc3)n2)c1	7.4%	7.4%	-0.9%	-14.2%	-7.5%	3.9%	0.8	-1.0	1.1%
O=C(NNc1nc(-c2ccccc2)cs1)c1ccco1	-1.2%	19.0%	0.0%	-2.1%	0.4%	-3.6%	1.4	0.4	-5.2%
CCC(C)NC(=O)Cn1cnc2sc(C)cc2c1=O (configuration not stated)	-11.3%	-24.5%	-8.7%	-0.4%	0.7%	-0.2%	5.4	0.3	25.9%
CCOc1cc(N2CCOCC2)c(OCC)cc1NC(=O)CSc1cccc[n+]1[O-]	-2.9%	12.4%	8.9%	-23.8%	3.3%	-0.9%	-25.8	-0.1	-16.9%
NNC(=O)C1CCN(S(=O)(=O)c2ccc(Cl)cc2)CC1	1.0%	9.9%	7.5%	-6.1%	7.1%	3.7%	1.6	0.0	-0.4%
COc1ccc([N+](=O)[O-])cc1NC(=O)Cc1ccccc1Cl	1.4%	-30.7%	-0.5%	-6.6%	2.8%	0.4%	-3.2	2.0	31.6%
Cc1cc(-c2nnc(-c3cccc(C(F)(F)F)c3)o2)no1	-13.1%	-4.9%	-14.3%	-8.9%	-6.0%	-3.5%	2.7	3.0	-4.6%
c1ccc(Oc2nc(Oc3ccccc3)nc(N3CCOCC3)n2)cc1	-6.7%	2.3%	5.9%	-1.8%	20.6%	-7.9%	6.7	-0.8	-4.6%
CC(C)C(=O)Nc1ccc([N+](=O)[O-])cc1Br	-1.8%	-15.6%	-11.2%	-0.5%	-4.8%	-3.7%	-2.6	-1.9	12.0%
CSc1nsc(SC)c1C(=O)NCCNS(=O)(=O)c1ccc(C)cc1	3.4%	-15.7%	1.5%	-8.7%	0.4%	8.3%	-8.4	-0.5	-5.6%
O=S(=O)(Nc1nc2ccccc2s1)c1ccc(Br)s1	-15.9%	-21.2%	1.3%	?	-7.4%	-4.4%	.	0.6	-1.6%
O=C(COC(=O)c1ccc2ccccc2c1O)NCc1ccccc1	7.1%	9.5%	-6.9%	-3.1%	-14.1%	-5.2%	-11.8	0.3	-10.7%
CNS(=O)(=O)c1cccc(C(=O)OCCCOC(=O)c2cccc(S(=O)(=O)NC)c2)c1	-15.2%	3.9%	13.8%	-2.9%	-5.8%	-0.8%	-6.7	-0.8	0.7%
COc1cc2c(c(OC)c1OC)-c1c(cc3c(c1OC)OCO3)C[C@H](C)[C@@](C)(O)C2	4.1%	-8.2%	2.4%	4.1%	-14.0%	7.7%	8.4	0.0	-10.9%
COc1ccc(C)cc1NC(=O)Nc1cnccn1	-0.9%	4.0%	-8.1%	1.5%	3.1%	10.1%	1.1	-3.5	-5.3%
CC(NC(=O)c1cccc(S(=O)(=O)N2CCc3ccccc32)c1)c1ccco1 (configuration not stated)	-11.4%	14.2%	-1.2%	-4.2%	14.8%	2.7%	0.5	-0.5	0.2%
CCCN1C(=O)C(O)(C2COC(C)(C)CC2=O)c2ccccc21 (configuration not stated)	6.3%	10.9%	-0.8%	?	2.5%	-0.3%	-16.0	-4.2	-16.4%
COc1ccc(NC(=O)C2CCCN2S(=O)(=O)c2ccc(C)cc2)cc1 (configuration not stated)	-9.3%	15.5%	-5.7%	-7.0%	1.4%	-5.3%	.	-2.6	-11.1%
Cn1cnc([N+](=O)[O-])c1Sc1ccc(C(C)(C)C)cc1	4.6%	18.4%	-4.4%	-8.1%	-1.2%	8.4%	17.3	-1.7	-13.9%
CC/C(=C(\c1ccccc1)c1ccc(OCCN(C)C)cc1)c1ccccc1	-5.3%&-2.4%	8.4%&19.6%	-11.4%&-2.5%	-8.8%&-8.3%	-7.4%&-13.2%	-40.1%&-13.3%&-42.5%[inhibitor]	29.1&20.3	-0.5&-0.8	-25.9%&-46.1%
CC(C)(C)OC(=O)C[C@H]1C/C=C\C[C@H](CC(=O)N[C@H](CO)Cc2ccccc2)C(=O)N2CCC[C@H]2COC1=O	-4.6%	16.8%	-0.6%	-5.6%	4.3%	2.8%	-3.7	-0.5	-1.5%
C=CCOc1ccc(/C=N\NC(N)=S)cc1	-0.4%	-25.2%	-2.8%	-28.5%	-0.5%	-0.2%	-0.3	0.5	?
COC(=O)C1=C(CSc2nccn2C)NC(=O)NC1c1cc(C)ccc1C (configuration not stated)	2.5%	26.6%	10.0%	-1.7%	-4.6%	-12.2%	.	0.8	7.5%
CC(C)CN(C(=O)Cn1nnc(-c2ccc(F)cc2)n1)C1CCS(=O)(=O)C1 (configuration not stated)	-7.4%	4.1%	13.4%	1.9%	-8.3%	4.2%	-0.1	-4.6	5.2%
COc1ccc(NC(=O)C2CC(=O)N(Cc3ccco3)C2)cc1Cl (configuration not stated)	3.2%	-1.9%	-3.5%	-2.8%	1.1%	2.6%	0.3	3.3	6.6%
O=C1/C(=C/c2ccccc2)N=C(N2CCOCC2)N1c1cccc(Cl)c1	?	21.2%	-0.5%	-3.5%	3.8%	-4.3%	-0.8	-0.8	15.7%

At a glance, some entries already given:
SMILES	WRN inhibitor	FUS yeast rescue	EPAC1 antagonist	PLK1 PBD block	EPAC1 agonist	aSyn yeast inh	PI5P4Ka inh	IL-2 act	Abeta yeast res
CC/C(=C(\c1ccccc1)c1ccc(OCCN(C)C)cc1)c1ccccc1	-5.3%&-2.4%	8.4%&19.6%	-11.4%&-2.5%	-8.8%&-8.3%	-7.4%&-13.2%	-40.1%&-13.3%&-42.5%[inhibitor]	29.1&20.3	-0.5&-0.8	-25.9%&-46.1%
CC(C)(C)OC(=O)C[C@H]1C/C=C\C[C@H](CC(=O)N[C@H](CO)Cc2ccccc2)C(=O)N2CCC[C@H]2COC1=O	-4.6%	16.8%	-0.6%	-5.6%	4.3%	2.8%	-3.7	-0.5	-1.5%
C=CCOc1ccc(/C=N\NC(N)=S)cc1	-0.4%	-25.2%	-2.8%	-28.5%	-0.5%	-0.2%	-0.3	0.5	?
COC(=O)C1=C(CSc2nccn2C)NC(=O)NC1c1cc(C)ccc1C (configuration not stated)	2.5%	26.6%	10.0%	-1.7%	-4.6%	-12.2%	.	0.8	7.5%
CC(C)CN(C(=O)Cn1nnc(-c2ccc(F)cc2)n1)C1CCS(=O)(=O)C1 (configuration not stated)	-7.4%	4.1%	13.4%	1.9%	-8.3%	4.2%	-0.1	-4.6	5.2%
COc1ccc(NC(=O)C2CC(=O)N(Cc3ccco3)C2)cc1Cl (configuration not stated)	3.2%	-1.9%	-3.5%	-2.8%	1.1%	2.6%	0.3	3.3	6.6%
O=C1/C(=C/c2ccccc2)N=C(N2CCOCC2)N1c1cccc(Cl)c1	?	21.2%	-0.5%	-3.5%	3.8%	-4.3%	-0.8	-0.8	15.7%

Source: PubChem BioAssay
